Screens deposited in PubChem BioAssay by Southern Research Specialized Biocontainment Screening Center.
tuberculosis growth – growth inhibition of non-replicating M. tuberculosis (AID 488890). one-dose inhibition, % at 25 µM; IC50 in µM for titrated hits. Mycobacterium tuberculosis non-replicating, growth inhibition; higher % means a stronger effect. 320,000 compounds, 0.39% hits; in the data active = a potency from the dose series; inconclusive = inhibition mostly from about 82% at the one dose, without a potency; inactive = the rest, 99 in 100 with inhibition below about 76%;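 also: plate controls were DMSO cells for no effect and high antibiotic wells for full effect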
H37Rv inhibition – M. tuberculosis growth inhibition, HTS (AID 449762); inhibition, % at 25 µM, or IC50 in µM where a hit was titrated; 330,000 compounds, 0.59% hits; M. tuberculosis H37Rv growth inhibition, 7H9 media; higher % means a stronger effect; in the data active = a potency from the dose series; inconclusive = inhibition above about 70% without an active follow-up result;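 also: bacterial growth assessed after seven days of incubation; strong numbers were not always called active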
PhoP GFP inhibition – Inhibition of PhoP regulon, Salmonella typhi GFP reporter cells, confirmation, 4 h (AID 1850); Salmonella Typhi PhoP-promoter GFP reporter, fluorescence, 4 h; higher % means a stronger effect; inhibition, % at 50 µM, or IC50 in µM where a hit was titrated; 310,000 compounds, 0.33% hits; in the data active = a potency from the dose series; inconclusive = inhibition mostly from about 25% at the one dose, without a potency; inactive = the rest, 99 in 100 with inhibition below about 19%;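 also: 0% = induced wells with vehicle and 100% = uninduced wells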
influenza NS1A – H1N1 influenza NS1A inhibitors, functional cell based assay (AID 504329); NS1A functional cell-based assay, percent inhibition; higher % means a stronger effect; 340,000 compounds, 0.3% hits; inhibition, % at 12.5 µM; hits with a dose series show IC50 in µM; in the data active = a potency from the dose series; inconclusive = inhibition above about 27% without an active follow-up result; also: strong numbers were not always called active
VEEV TC-83 Vero – inhibitors of VEEV TC-83 cytopathic effect, confirmation, Vero cells (AID 588727); Vero cells, VEEV TC-83 cytopathic effect inhibition; higher % means a stronger effect; inhibition, % at 20 µM, or IC50 in µM where a hit was titrated; 350,000 compounds, 0.13% hits; in the data active = a potency from the dose series; inconclusive = inhibition mostly from about 14% at the one dose, without a potency; inactive = the rest, 99 in 100 with inhibition below about 12%; also: strong numbers were not always called active
VEEV TC-83 Vero 10K pilot screen – second read-out of VEEV TC-83 Vero, no call of its own (marks repeat the call); inhibition, %; measured here: 10K pilot screen inhibition
Numbers without * were called inactive; i = inactive; ? = inconclusive; nt = no result given; & = joins results of further samples.

SMILES	tuberculosis growth	H37Rv inhibition	PhoP GFP inhibition	influenza NS1A	VEEV TC-83 Vero	others
O=C(COc1ccc(-c2ccccc2)cc1)NNC(=O)NC1CCCCC1	19%	23%	-6%	1%	0.7%
COc1cccc(CN2CC(C(=O)NCc3ncc(C)[nH]3)CCC2=O)c1 (stereo unspecified)	3%	-1%	-11%	-5%	0.6%
CCOc1ccc(N2C(=O)CSC2=NC#N)cc1	10%	12%	nt	4%	1.0%
CCOc1ccc(C(=O)OCC(=O)NCCCc2ccccc2)cc1	25%	1%	1%	0%	0.5%
O=C(C1CCCN(S(=O)(=O)c2ccc(Br)cc2)C1)N1CCN(Cc2ccccc2)CC1 (stereo unspecified)	19%	42%	-2%	-4%	4.8%
COc1ccc(CC(=O)NC(C)c2nnc(SCC(=O)Nc3cc(C)ccc3OC)n2C)cc1 (stereo unspecified)	7%	31%	-4%	-9%	1.5%
O=C(NC1CCS(=O)(=O)C1)/C(=C/c1ccc(Cl)cc1)NC(=O)c1ccccc1 (stereo unspecified)	70%	-3%	-6%	24%	i
COc1ccc(CCNS(=O)(=O)c2ccc3c(c2)CC(C)N3C(C)=O)cc1OC (stereo unspecified)	2%	18%	4%	1%	i
O=C1[C@@H]2C(c3ccccc3Cl)=NO[C@@H]2C(=O)N1Cc1ccccc1	6%	0%	-6%	-7%	0.7%
Cc1ccc(NC2=NC(c3ccc(C)cc3)n3c(nc(C)cc3=O)N2)cc1 (stereo unspecified)	45%	0%	10%	2%	2.1%

Next section (4 carried over from the part before).
SMILES	tuberculosis growth	H37Rv inhibition	PhoP GFP inhibition	influenza NS1A	VEEV TC-83 Vero	others
O=C(NC1CCS(=O)(=O)C1)/C(=C/c1ccc(Cl)cc1)NC(=O)c1ccccc1 (stereo unspecified)	70%	-3%	-6%	24%	i
COc1ccc(CCNS(=O)(=O)c2ccc3c(c2)CC(C)N3C(C)=O)cc1OC (stereo unspecified)	2%	18%	4%	1%	i
O=C1[C@@H]2C(c3ccccc3Cl)=NO[C@@H]2C(=O)N1Cc1ccccc1	6%	0%	-6%	-7%	0.7%
Cc1ccc(NC2=NC(c3ccc(C)cc3)n3c(nc(C)cc3=O)N2)cc1 (stereo unspecified)	45%	0%	10%	2%	2.1%
Cc1oncc1C(=O)Nc1cccc(C#N)c1	-13%	-7%	5%	22%	1.5%
COc1ccc(NC(=O)N2c3ccccc3C(C)=CC2(C)C)cc1	10%	33%	3%	1%	1.6%
O=c1c2cc(Cl)ccc2nc(-c2ccccc2)n1O	?	63%	0%	-8%	0.6%
Cc1ccc(NC(=O)C2CC2C)cc1S(=O)(=O)N1CCOCC1 (stereo unspecified)	3%	-12%	5%	-2%	1.1%
COC(=O)CNc1nc(-c2ccncc2)nc2ccccc12	-5%	4%	12%	5%	7.8%
CC(C)N(c1ccccc1)c1ccc(NC(=O)CCl)cc1	?	?	-9%	-7%	8.8%
CCC(CC)C(=O)NCc1ccc2c(c1)cc(C)n2C	30%	0%	1%	7%	i
N#CCCN(/N=C/c1cccnc1)C1=NS(=O)(=O)c2ccccc21	3%	6%	-10%	13%	0.3%
Cc1cccc(C(=O)NC2CCN(CC(=O)NCc3cccs3)CC2)c1	-4%	0%	4%	-3%	1.2%
Clc1cccc(N2CCNCC2)c1	4%	-6%	0%	2%	0.9%

Brought forward from above: 5 compounds, then new ones.
SMILES	tuberculosis growth	H37Rv inhibition	PhoP GFP inhibition	influenza NS1A	VEEV TC-83 Vero	others
CC(C)N(c1ccccc1)c1ccc(NC(=O)CCl)cc1	?	?	-9%	-7%	8.8%
CCC(CC)C(=O)NCc1ccc2c(c1)cc(C)n2C	30%	0%	1%	7%	i
N#CCCN(/N=C/c1cccnc1)C1=NS(=O)(=O)c2ccccc21	3%	6%	-10%	13%	0.3%
Cc1cccc(C(=O)NC2CCN(CC(=O)NCc3cccs3)CC2)c1	-4%	0%	4%	-3%	1.2%
Clc1cccc(N2CCNCC2)c1	4%	-6%	0%	2%	0.9%
O=C(Nc1ccccc1N1CCCCC1)c1ccc(Cl)cc1	78%	?	2%	-12%	1.9%
O=C(O)c1ccc(Oc2cc(Oc3ccc(C(=O)O)cc3)cc([N+](=O)[O-])c2)cc1	-11%	1%	-1%	0%	0.6%
NC(=O)N/N=C/c1ccc(-c2ccc([N+](=O)[O-])cc2)o1	45%	60%	1%	-4%	0.2%
CCOC(=O)c1c(C)oc2cc(Cl)c(O)c(CN(C)C)c12	-17%	4%	-4%	-12%	0.9%
COCc1[nH]nc2c1C(c1c(F)cccc1Cl)C(C#N)=C(N)O2 (stereo unspecified)	-16%	-2%	28%	0%	2.4%
CS(=O)(=O)c1ccc(Cl)c(NC(=O)COC(=O)c2ccc(-n3cnnn3)cc2)c1	-2%	0%	-6%	-3%	0.5%
Cn1c(SCc2n[nH]c(=S)o2)nnc1-c1ccccc1	-17%	-5%	-9%	-5%	1.2%
O=C1CCC(=O)N1c1nc2n(n1)C(c1ccccc1)C=C(c1ccc(Br)cc1)N2 (stereo unspecified)	9%	1%	-16%	-20%	4.0%
Cc1ccc(S(=O)(=O)N2CCCCC2)cc1C(=O)N(C)CC(=O)Nc1ccc(Cl)c(C(F)(F)F)c1	21%	11%	-6%	-5%	3.6%
N/C(=N\OC(=O)/C=C/c1ccccc1)c1ccc(Br)cc1	50%	6%	-5%	-2%	0.9%
CCOC(=O)CCSc1nc(C)c2cc(C)ccc2n1	38%	-5%	2%	3%	i
CN(CC(=O)NCc1ccc(F)cc1)S(=O)(=O)c1ccc(Br)s1	10%	-10%	-12%	10%	0.9%
COc1cc(/C=N/NC(=O)c2cc(C3CC3)[nH]n2)cc(OC)c1OC	5%	2%	-1%	1%	0.8%
CCCNC(=O)C(Cc1ccc(Cl)cc1)NC(=O)c1ccc(C#N)cc1 (stereo unspecified)	-12%	-4%	nt	-7%	0.2%
COc1cc(OC)cc(-c2nnc(N(C)C(=O)c3ccncc3)s2)c1	16%	0%	-2%	-13%	0.5%
CC1(c2nnc(-c3ccccc3)o2)CC(c2ccccc2)=NO1 (stereo unspecified)	nt	5%	0%	8%	1.3%	VEEV TC-83 Vero 10K pilot screen=2.4
O=c1c2c(C(F)(F)F)cc(C(F)(F)F)nc2[nH]n1-c1ccccc1	nt	nt	-2%	1%	i
O=C(COc1ccc(Br)cc1F)NCC1(N2CCCCC2)CCCCC1	8%	-4%	nt	-28%	1.1%
Cc1ccccc1C(=O)Nc1ccc(S(=O)(=O)N2CC(C)OC(C)C2)cc1 (stereo unspecified)	-10%	-2%	8%	0%	1.0%
CC(=O)Nc1ccc(S(=O)(=O)N2CCNC(=O)CC2)cc1	0%	-2%	-5%	-5%	1.9%	VEEV TC-83 Vero 10K pilot screen=0.0
CCOC(=O)/C=C/c1ccc(C(F)(F)F)cc1S(=O)(=O)NC(C)(C)C	22%	0%	5%	-12%	i
CN(Cc1ccccc1)C(=O)c1ccc([N+](=O)[O-])o1	3.3µM*	?	2%	5%	9.2%
CCCNC1=CC(=O)CC(C)(C)C1	-2%	5%	-3%	-7%	0.7%
O=C1C=CC(=Nc2ccc(F)cc2)O1	nt	nt	nt	11%	6.5%
CCCCCCn1c(CN2CCCC(C)C2)nc2c1c(=O)n(C)c(=O)n2C (stereo unspecified)	15%	-2%	-8%	-5%	4.7%
CS(=O)(=O)Nc1ccccc1C(=O)Nc1cccc(Cl)c1	38%	-17%	-1%	0%	1.7%
CN(C)CCCN(C(=O)c1ccc(Cl)s1)c1nc2cc3c(cc2s1)OCO3	46%	5%	-7%	5%	?
O=C(C1CCCCC1C(=O)N1CCCCC1)N1CCCCC1 (stereo unspecified)	nt	nt	nt	-16%	0.3%
COc1ccccc1CCNC(=O)CCn1nc(C)c2c(C)n(-c3ccccc3)nc2c1=O	26%	4%	1%	-19%	0.6%
O=C(NC(=S)NCc1ccccc1)c1cccc([N+](=O)[O-])c1	47%	0%	-3%	-17%	i
COc1ccccc1CNC(=O)CCNC(=O)Cn1cnc2ccccc2c1=O	-5%	-6%	0%	2%	i
COc1cc(/C=N/n2c(C)nnc2C)cc(OC)c1OC	-5%	0%	-10%	-5%	8.6%
COc1cccc(OC)c1C(=O)Nc1cccc(NC(=O)c2cccs2)c1	8%	5%	-1%	-2%	1.2%
Cc1cc(C(=O)Nc2nnc(C3CC3)s2)c(C)s1	6%	?	nt	-1%	9.9%
Cc1ccccc1N=C1NC(=O)CS1	19%	2%	3%	-12%	0.6%
COc1ccccc1CCC(=O)Nc1ccc(S(=O)(=O)Nc2cc(C)nc(C)n2)cc1	23%	6%	-8%	-2%	4.6%
Cc1c(Cl)cnc(NC(=O)CSc2nnc(C)n2Cc2ccccc2)c1Cl	21%	-5%	-8%	4%	1.2%
Cc1cc(C)c2c(n1)nn1c(N3CCN(Cc4ccccc4)CC3)cc(C)nc21	nt	nt	nt	5%	2.6%	VEEV TC-83 Vero 10K pilot screen=1.0
Cc1ccccc1C(=O)c1cccn1CC(=O)NCC(C)c1ccccc1 (stereo unspecified)	13%	4%	-24%	-1%	0.9%
CCN(CC)c1ccc(-c2nn3c(-c4n[nH]c5c4CCC5)nnc3s2)cc1	?	?	-7%	-46%	?
O=C(CCl)NN1C(=O)NC2(CCCCC2)C1=O	15%	2%	9%	-2%	4.3%
COC(=O)Oc1ccc(/C=C/C(=O)OC(C)C)cc1OC(=O)OC	74%	15%	3%	-1%	i
COc1ccccc1CNC(=O)CNC(=O)N1CC(=O)Nc2ccccc21	5%	7%	3%	7%	1.2%
CC(C)CNC(=O)c1c(N)n(/N=C/c2ccccn2)c2nc3ccccc3nc12	-4%	4%	-3%&-10%	-5%	2.0%
CC(C)c1nn2c(=O)cc(O)nc2s1	-13%	-5%	-4%	2%	i
CC(C)CN(C(=O)c1ccc(=O)n(C)n1)c1c(N)n(Cc2ccccc2)c(=O)[nH]c1=O	-2%	-4%	0%	-4%	5.4%
COc1cccc(NC(=O)N(Cc2cc3cc(C)cc(C)c3[nH]c2=O)CC2COCCO2)c1 (stereo unspecified)	6%	14%	14%	2%	0.8%
COc1cc(OC)c(C2C(C#N)=C(N)OC3=C2C(=O)CC(C)(C)C3)cc1OC (stereo unspecified)	21%	-2%	-3%	13%	0.0%
O=C(NN1C(=O)C2C(C1=O)C1C=CC2C12CC2)c1ccccc1 (stereo unspecified)	12%	4%	-2%	10%	0.1%
Cn1c(-[n+]2c(-c3ccccc3)cc(-c3ccccc3)cc2-c2ccccc2)nc2cc([N+](=O)[O-])ccc21	65%	?	2%	-5%	0.2%
New compounds follow.
SMILES	tuberculosis growth	H37Rv inhibition	PhoP GFP inhibition	influenza NS1A	VEEV TC-83 Vero	others
Cc1ccc(C(=O)c2c(NC(=O)c3ccccc3)sc(C)c2C)cc1	69%	17%	6%	4%	3.9%
COc1ccccc1OCCNC(=O)c1ccc(C(C)(C)C)cc1	17%	-5%	1%	-3%	1.1%
CCC1(c2ccccc2)NC(=O)N(CC(=O)c2ccc3c(c2)OCO3)C1=O (stereo unspecified)	33%	-9%	4%	-6%	4.0%
O=c1c2c([nH]c3ccccc13)CCCCCC2	5%	-1%	-11%	4%	i
COC(=O)C1=C(C)N(c2ccc(OC)c(OC)c2)C(=O)/C1=C\c1ccco1	18%	-2%	-6%	4%	i
Cc1ccc(NC(=O)NNC(=O)C2CC(c3cccnc3)=NO2)cc1 (stereo unspecified)	-11%	-8%	-8%	1%	1.5%
COc1ccc(NC(=O)N2CCN(c3cccc(C(F)(F)F)c3)CC2)cc1OC	9%	-3%	-12%	4%	i
O=C(COC(=O)Cc1ccc(Br)cc1)NCC1CCCO1 (stereo unspecified)	38%	2%	nt	-1%	0.2%
O=C(O)CCCNc1ccc(S(=O)(=O)N2CCCCC2)cc1	-3%	0%	-7%	9%	0.6%
Cc1nnc(NCc2ccncc2)c2ccccc12	43%	38%	5%	0%	6.9%
Cc1ccc(-c2nn(CC(=O)NCc3ccccn3)c(=O)c3ccccc23)cc1S(=O)(=O)N(C)C	14%	-3%	-10%	nt	5.6%
COc1ccc(S(=O)(=O)Nc2ccc(-c3ccc4nnc(C)n4n3)cc2)c(OC)c1	4%	-3%	nt	-8%	12%
CNc1ncc(C(=O)c2ccc(Cl)c(Cl)c2)s1	11%	10%	6%	-6%	i
O=C(CCNS(=O)(=O)c1cccc2nonc12)NC1CCCCCC1	-14%	22%	-3%	9%	0.0%	VEEV TC-83 Vero 10K pilot screen=0.3
CC1CCN(CCCNC(=O)C2CCC(CNS(=O)(=O)c3cccc4nsnc34)CC2)CC1 (stereo unspecified)	13%	3%	-8%	4%	0.1%
